PLK1 inh: inhibitors of human PLK1 kinase. P53350. recombinant PLK1 kinase, TR-FRET peptide phosphorylation. inhibition, % at 10 µM. 97,000 compounds, 0.53% hits. AID 619;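 active = inhibition of 50% or more in the single-concentration screen; inactive = inhibition below 50%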;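 also: 0% = DMSO max control and 100% = H-89 dihydrochloride min control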
HIV Rev-RRE inh: disrupts HIV-1 Rev binding to RRE RNA. 97,000 compounds, 0.79% hits. Rev peptide-RRE RNA binding, FRET. AID 704. inhibition, % at 8 µM;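 active = inhibition above the screen-wide mean plus 3 SD, cut at about 35% in these data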;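 also: 0% = median DMSO wells and 100% = median Neomycin B control wells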
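Test system: Cy5-tagged RRE RNA duplex with fluorescein-tagged Rev peptide; Probe or stimulus: labelled Rev peptide; Schedule: 5 min preincubation and 15 min binding, 25 °C; Signal: FRET fluorescence readout; Evaluation: % inhibition from 671/540 nm acceptor-to-donor ratio, scaled between controls; Control set: DMSO and neomycin B.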
MT1-MMP txn act: activates MT1-MMP transcription | HT1080 MT1-MMP promoter luciferase reporter, luminescence, overnight; hits give high values | AID 750 | activation factor at 10 µM | 86,000 compounds, 0.16% hits;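 active = activation factor of at least 2 for MT1-MMP transcription at 10 µM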
FAK inh: blocks human focal adhesion kinase activity; biochemical FAK kinase activity assay; inhibition, %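 (tested at 7 µM)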; 97,000 compounds, 0.84% hits; AID 727; in the data active = inhibition above about 19%;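 also: 0% = DMSO and 100% = reference compound high control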
Target sequence (Q05397 whole entry, looked up): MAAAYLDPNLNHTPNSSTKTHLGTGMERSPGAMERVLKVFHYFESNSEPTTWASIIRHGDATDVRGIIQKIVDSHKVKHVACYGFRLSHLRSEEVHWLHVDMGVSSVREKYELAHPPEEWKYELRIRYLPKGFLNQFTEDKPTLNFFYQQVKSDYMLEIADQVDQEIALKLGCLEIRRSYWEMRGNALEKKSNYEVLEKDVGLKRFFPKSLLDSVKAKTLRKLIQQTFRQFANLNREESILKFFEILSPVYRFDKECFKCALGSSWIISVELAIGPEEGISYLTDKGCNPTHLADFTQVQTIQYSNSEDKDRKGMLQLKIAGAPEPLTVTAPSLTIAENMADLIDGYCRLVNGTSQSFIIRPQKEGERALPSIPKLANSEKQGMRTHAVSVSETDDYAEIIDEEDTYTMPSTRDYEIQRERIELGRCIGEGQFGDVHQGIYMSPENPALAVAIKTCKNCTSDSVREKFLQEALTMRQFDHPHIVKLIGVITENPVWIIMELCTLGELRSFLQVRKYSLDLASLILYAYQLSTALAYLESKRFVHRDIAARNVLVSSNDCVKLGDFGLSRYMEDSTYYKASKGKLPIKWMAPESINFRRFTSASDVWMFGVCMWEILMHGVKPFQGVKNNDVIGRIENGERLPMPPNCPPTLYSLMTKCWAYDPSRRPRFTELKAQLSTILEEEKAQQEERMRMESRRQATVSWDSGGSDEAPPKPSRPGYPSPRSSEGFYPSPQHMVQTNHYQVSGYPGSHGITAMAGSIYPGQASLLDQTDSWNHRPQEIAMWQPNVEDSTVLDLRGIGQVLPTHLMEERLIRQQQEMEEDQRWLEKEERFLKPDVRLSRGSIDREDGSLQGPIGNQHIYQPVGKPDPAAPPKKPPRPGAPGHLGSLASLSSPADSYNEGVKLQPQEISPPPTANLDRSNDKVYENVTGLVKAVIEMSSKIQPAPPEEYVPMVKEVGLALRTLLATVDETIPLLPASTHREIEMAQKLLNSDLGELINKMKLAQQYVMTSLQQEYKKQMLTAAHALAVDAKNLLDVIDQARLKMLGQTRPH
PLK1 PBD inh: blocks phosphopeptide binding to human Plk1 polo box domain. inhibition, %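 (tested at about 20 µM)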. 97,000 compounds, 0.13% hits. Plk1 PBD phosphopeptide binding, fluorescence polarization. P53350; in the data active = inhibition above about 34%, passing the limit was not always enough
S1P2 ag: activates the human S1P2 receptor; O95136; S1P2-expressing cell line, agonist reporter read-out; activation, % at 4.5 µM; 97,000 compounds, 0.46% hits; AID 729; in the data active = activation above about 16%;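 also: 0% = vehicle low control and 100% = maximal reference agonist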
S1P2 antag: S1P2 (human) receptor antagonism | cell-based S1P2 antagonist assay, inhibition at 5 uM | inhibition, % at 5 µM | 97,000 compounds, 0.21% hits; in the data active = inhibition above about 45%;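 also: CRE beta-lactamase reporter cells expressing human S1P2 stimulated with S1P; 0% = agonist at EC80 alone and 100% = agonist plus reference antagonist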
EphB4 antag: EphB4-ephrin-B2 interaction antagonism; P54760; EphB4 LBD / TNYL-RAW-Alexa532 peptide, fluorescence polarization; inhibition, % at 7 µM; 97,000 compounds, 0.15% hits;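 active = inhibition above the screen-wide mean inhibition plus 3 SD, cut at about 15% in these data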;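 also: 0% = DMSO wells and 100% = excess unlabeled TNYL-RAW peptide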
PLAP activator: activates human placental alkaline phosphatase; P05187; purified PLAP enzyme, luminescent substrate read-out; hits give high values; activation fold at 20 µM; 96,000 compounds, 1.2% hits; in the data active = activation fold above about 2
Numbers without * were called inactive; . = no result given; [ ] = dose if it differs, or a comment.

SMILES	PLK1 inh	HIV Rev-RRE inh	MT1-MMP txn act	FAK inh	PLK1 PBD inh	S1P2 ag	S1P2 antag	EphB4 antag	PLAP activator
Cc1nc(SCC#N)c2c(C)c(C)sc2n1	-11.9	4.2	0.9	4.5	6.3	8.3	-25.3	-0.8	1.1
COc1ccc2cc(C(=O)c3ccccc3)c(=O)oc2c1	-13.7	2.6	1.2	-0.8	31.9	-1.1	-4.5	-3.7	1
COC(=O)[C@H]1C2CCC(C(=O)OC)(CC2)[C@H]1C(=O)OC	-8.1	3.3	1.1	-1.4	16.8	-0.5	7.1	5.5	1.1
O=C(NC1CCCC1)C(c1ccc(N2CCOCC2)cc1)N(Cc1ccccc1)C(=O)c1ccco1 (stereo unspecified)	-14.2	0.5	1.1	-0.3	-0.8	-7.9	5.8	-1.9	1.4
Cn1c(N2CCC(C(N)=O)CC2)nc2c1c(=O)n(Cc1cccc(Br)c1)c(=O)n2C	-8.3	8.2	1	0.9	-8.8	-4.9	14.6	1.6	1.3
CC(C)(CS(=O)(=O)[O-])NC(=O)CC[N+](C)(C)CCO	-3.9	16.1	1.2	28.3*	-6.4	-2.3	7.2	3.9	1
Cc1cc(C#N)c(C)n1-c1cc(C(F)(F)F)ccc1N1CCOCC1	4.0	8.7	1.2	-1.4	-5.2	-3.5	9.0	-1.9	0.9
N#CC1=C(N)Oc2cc(N)ccc2C1c1ccc(F)cc1 (stereo unspecified)	17.5	4.4	1.1	0.8	-7.2	-1.9	-15.3	0.2	1.4
O=C(NC(Cc1c[nH]c2ccccc12)c1nnc2n1CCCCC2)c1ccc(Cl)cc1 (stereo unspecified)	-7.0	4.2	1.1	4.1	-11.6	-9.2	-5.8	2.4	1.2
Cc1nc(NS(=O)(=O)c2ccccc2)sc1NC(=O)OCCN(C)C	-13.9	9.1	1.1	-3.1	-10.7	-7.0	1.9	-9.8	1.2
O=C(COc1ccc(S(=O)(=O)N2CCOCC2)cc1)NC1CCCC1	-8.6	0.1	1.1	-0.8	16.1	-1.3	9.8	5.1	1.1
COc1ccc2c(c1)c(=O)oc1cc(OCC(=O)N3CCc4ccccc4C3)ccc12	1.3	-15.8	1	13.3	-12.6	-1.2	-14.3	4.2	1.1
COc1ccc(CCCc2nnc(SCC(=O)Nc3cccc(C)c3)o2)cc1	-1.0	12.2	1.1	-0.5	-12.8	-5.4	-11.5	-6.3	0.8
O=C(NCc1ccccc1)C(Cc1ccccc1)NS(=O)(=O)c1cccc2nsnc12 (stereo unspecified)	-6.5	7.2	1	0.1	-1.5	-3.5	-27.7	0.0	1.2
CSc1nc(C)c(CCOC(=O)c2cccc(Cl)c2)c(=O)[nH]1	-12.7	8.8	.	3.5	-2.6	-4.3	9.4	2.0	1.3
O=C1CC(c2ccccc2)CC(O)=C1C=NCCN1CCNCC1 (stereo unspecified)	-5.1	5.0	1	0.8	-10.8	-10.2	7.8	-0.3	0.9
Cc1ccc(C(=O)NNC(=S)NC(=O)COc2ccccc2)cc1	-7.9	2.9	.	0.3	2.1	-5.1	13.4	0.5	1.5
CCOC(=O)COc1cc(N2C(=O)CSCC2=O)c(Cl)cc1Cl	1.6	-3.8	.	-7.0	-7.7	-10.2	-7.4	-8.0	0.9
CCOC(=O)NC(=O)CSc1nnc(C)s1	-6.5	10.0	1.3	-0.5	-17.5	-7.9	-13.4	0.8	0.9
CCOC(=O)C1=C(C)N=C2SCCC(=O)N2C1c1cccs1 (stereo unspecified)	-6.9	3.7	0.9	-2.8	4.0	-5.8	5.2	-9.0	1.3
COc1ccc(NC(=O)CSc2ncn[nH]2)c([N+](=O)[O-])c1	-8.0	2.2	.	-2.1	-6.8	-2.1	-15.0	-0.1	1
O=C(CCn1c(=O)c2sccc2n(CC(=O)OCc2ccccc2)c1=O)NCc1ccco1	-13.9	6.6	1.1	-0.7	6.4	-1.4	-0.3	-8.2	0.9
CCOC(=O)c1ccc(-c2cccc(C(F)(F)F)c2)nc1C	-8.2	12.4	.	-2.8	-1.8	-10.5	-7.5	-4.9	1
C/C(Nc1ccc(F)cc1)=C(/C#N)C(N)=O	-0.6	6.3	1.1	-2.1	-9.8	-9.5	12.8	3.2	1
COc1ccc(C2C(C(N)=O)=C(C)Nc3ncnn32)cc1 (stereo unspecified)	-11.1	10.7	1	-0.9	5.7	-3.6	-0.6	-3.1	0.9
O=C(NC1CCCCC1)C12CC3CC(C1)CC(n1cncn1)(C3)C2	-14.2	1.2	.	1.7	-10.9	-6.2	2.1	-2.2	1
CCN(CC)C(c1ccc(F)cc1)c1nnnn1C1CCCCC1 (stereo unspecified)	-1.0	6.5	1.1	3.4	-3.0	-6.7	-18.0	2.0	0.9
CN(C)C(=O)N1CCC(C(=O)NCC2CCCO2)CC1 (stereo unspecified)	-10.1	8.1	1	-1.2	-12.0	-6.9	11.5	-4.1	0.9
CC(=O)c1ccc2c3c(cccc13)C(=O)N(c1c(C)nn(C)c1C)C2=O	-7.2	10.7	1	1.6	-21.5	-3.3	-9.3	-2.4	0.9
CNC(=S)N1C2CCC1CC(NC(=O)NC13CC4CC(CC(C4)C1)C3)C2 (stereo unspecified)	-1.4	-3.5	.	1.2	-8.1	-1.0	15.8	-4.1	1.2
COc1ccc(S(=O)(=O)N2Cc3ccccc3CC2C(=O)Nc2ccc3c(c2)OCO3)cc1 (stereo unspecified)	-4.1	-7.1	.	1.3	4.6	-2.3	-0.8	13.2	1.2
CCCC(c1c(C)n(C)n(-c2ccccc2)c1=O)c1c(C)n(C)n(-c2ccccc2)c1=O	0.1	5.0	1.1	2.0	14.2	-3.1	8.2	0.0	1.1
CC(C)Oc1ccc(C2CC(=O)NC3=C2C(=O)CCC3)cc1 (stereo unspecified)	-11.7	1.7	1.1	-1.1	9.1	-1.6	-5.0	-6.0	1
CCOc1ccc(-n2c(SCC(=O)NCc3ccco3)nc3c([nH]c4ccccc43)c2=O)cc1	-11.6	8.9	1.3	0.1	-11.1	-1.4	5.4	-0.4	.
CCCCOC(=O)CCc1c(C)[nH]c(=O)c(C#N)c1C	-13.6	5.8	1.1	0.5	-20.9	-12.2	11.5	4.0	1
COc1ccc(/C=N/c2nc3ccccc3n2C)cc1OC	5.8	3.0	1.1	-1.9	23.2	-4.3	-3.4	0.7	0.9
CCOc1ccc(NC(=O)NCC2CCN(c3ccc(OC)cc3)C2)cc1 (stereo unspecified)	-8.9	3.2	1	-1.1	-3.7	-4.5	10.0	-0.1	0.9
CC1(C)CC2CC(C)(CN2C(=O)Cc2ccccc2)C1 (stereo unspecified)	-6.7	3.0	1.1	0.9	8.9	-1.7	1.8	2.5	.
Cc1cc(-c2c(C)[nH]n(-c3ccc(Cl)cc3)c2=O)n(-c2ccc(Cl)cc2)n1	-11.3	-1.6	.	-2.0	-32.2	-3.0	4.6	1.5	1.1
CCS(=O)(=O)N1CCC(C(=O)NCc2ccc(F)cc2)CC1	-6.3	7.8	.	-0.6	20.4	-5.2	-31.5	0.8	0.8
O=C(CN1CCN(Cc2ccc(F)cc2)C1=O)NCc1cccs1	-2.9	.	1.2	.	14.5	.	.	.	1
Cc1cnn(-c2cc(N/N=C/c3ccc(F)cc3)ncn2)c1	43.5	-2.4	.	3.1	11.6	-10.6	15.7	-2.1	0.9
CC(=O)c1ccc(N2CCN(C(=S)Nc3ccccc3)CC2)cc1	-3.0	5.8	.	-3.3	-8.9	-1.2	11.7	6.1	1
CC1Cc2ccccc2N1C(=O)Cn1c(=O)oc2cc(S(=O)(=O)NC3CCCC3)ccc21 (stereo unspecified)	-8.7	16.9	1	-4.9	-6.2	-6.2	20.5	7.7	1.6
Cc1ccc2nc(-c3cccc(NC(=O)c4ccco4)c3)[nH]c2c1	-5.2	1.4	1.6	1.7	12.2	1.5	-1.7	-4.7	1.6

As a short view, some entries already given:
SMILES	PLK1 inh	HIV Rev-RRE inh	MT1-MMP txn act	FAK inh	PLK1 PBD inh	S1P2 ag	S1P2 antag	EphB4 antag	PLAP activator
CC(C)Oc1ccc(C2CC(=O)NC3=C2C(=O)CCC3)cc1 (stereo unspecified)	-11.7	1.7	1.1	-1.1	9.1	-1.6	-5.0	-6.0	1
CCOc1ccc(-n2c(SCC(=O)NCc3ccco3)nc3c([nH]c4ccccc43)c2=O)cc1	-11.6	8.9	1.3	0.1	-11.1	-1.4	5.4	-0.4	.

Fetched one by one from above (seven):
SMILES	PLK1 inh	HIV Rev-RRE inh	MT1-MMP txn act	FAK inh	PLK1 PBD inh	S1P2 ag	S1P2 antag	EphB4 antag	PLAP activator
CSc1nc(C)c(CCOC(=O)c2cccc(Cl)c2)c(=O)[nH]1	-12.7	8.8	.	3.5	-2.6	-4.3	9.4	2.0	1.3
COc1ccc(S(=O)(=O)N2Cc3ccccc3CC2C(=O)Nc2ccc3c(c2)OCO3)cc1 (stereo unspecified)	-4.1	-7.1	.	1.3	4.6	-2.3	-0.8	13.2	1.2
O=C(COc1ccc(S(=O)(=O)N2CCOCC2)cc1)NC1CCCC1	-8.6	0.1	1.1	-0.8	16.1	-1.3	9.8	5.1	1.1
CCOc1ccc(-n2c(SCC(=O)NCc3ccco3)nc3c([nH]c4ccccc43)c2=O)cc1	-11.6	8.9	1.3	0.1	-11.1	-1.4	5.4	-0.4	.
Cc1ccc2nc(-c3cccc(NC(=O)c4ccco4)c3)[nH]c2c1	-5.2	1.4	1.6	1.7	12.2	1.5	-1.7	-4.7	1.6
Cc1ccc(C(=O)NNC(=S)NC(=O)COc2ccccc2)cc1	-7.9	2.9	.	0.3	2.1	-5.1	13.4	0.5	1.5
COC(=O)[C@H]1C2CCC(C(=O)OC)(CC2)[C@H]1C(=O)OC	-8.1	3.3	1.1	-1.4	16.8	-0.5	7.1	5.5	1.1

(further entries)
SMILES	PLK1 inh	HIV Rev-RRE inh	MT1-MMP txn act	FAK inh	PLK1 PBD inh	S1P2 ag	S1P2 antag	EphB4 antag	PLAP activator
COc1ccc(C2C(C#N)=C(N)SC(N)=C2C#N)cc1OC	-18.7	109.9*[fluorescence artefact?]	1.1	0.9	-64.0	-6.2	-6.9	-3.1	1.3
O=[n+]1cc(-c2ccccc2)n([O-])c2c1CCC2	-1.8	6.6	1.1	0.7	19.0	-4.7	23.0	-1.0	1.1
N#Cc1c2n(c(=O)[nH]c1=O)CCCCC2	3.6	6.0	1.1	-4.0	-24.6	-2.5	28.8	-1.3	.
O=C(Nc1nc(-c2ccccn2)cs1)c1ccc(Br)s1	-5.9	3.4	1.2	-1.1	-1.9	-5.7	19.3	6.0	1.1
Cc1cc(C)n(-c2nc3c(c(=O)[nH]c(=O)n3C)n2CC(O)COc2ccc(Cl)cc2Cl)n1 (stereo unspecified)	-10.3	7.6	1.2	-0.1	3.4	-0.9	-3.2	2.0	.
COC(=O)[C@H](C(C)C)n1c(C)c(C(C)=O)c(C(C)=O)c1C	-10.6	-1.6	1.2	-3.8	1.7	-1.0	-14.6	-0.7	0.9
N#CCCN(Cc1cccnc1)C(=O)Nc1ccc(Cl)c(Cl)c1	1.2	6.9	1.1	-3.4	-23.2	-3.7	3.5	-1.6	1.2
CCC(=O)Nc1ccc2nc(SCC(=O)N3CCCC3)sc2c1	-11.8	7.2	1.1	3.7	-23.8	-3.6	15.5	4.8	1
O=C1/C(=C\c2ccccn2)SC(=S)N1Nc1ncc(C(F)(F)F)cc1Cl	-4.5	4.2	1.1	-11.9	-16.5	-10.3	-14.1	-8.6	1.1
c1ccc(-c2csc(N3CCc4ccccc4C3)n2)cc1	-11.8	3.6	.	0.9	16.1	-12.3	-2.3	-0.8	0.9
CCc1c(C)nc2ncnn2c1N1CCCC(C(=O)NCCc2ccccc2)C1 (stereo unspecified)	-11.2	-1.4	1.1	0.6	-18.2	2.0	-21.9	-0.3	1
